# Screening data (PubChem BioAssay)
# Tcruzi prolif – T. cruzi intracellular proliferation inhibitors, primary screen, cell-based, beta-gal Tulahuen parasites, NIH3T3 host, luminescence; hit rate 5.9% among 77,000; AID 624255, 2012; T. cruzi beta-gal in NIH3T3, GalScreen luminescence, 90 h; inhibition, % at 8.34 µM;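 active = mean inhibition above about 93%, with at least 55% of replicates each passing it, limit read from the data, passing the limit was not always enough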
# Pf Dd2 inh – P. falciparum Dd2 growth inhibitors, primary screen, SYBR Green fluorescence, single dose replicates. activity change, % at 10 µM. hit rate 2.3% among 94,000. 72 h; stronger effect = lower value; in the data active = activity change below about -80%
# GASC1 inh – inhibitors of GASC-1 (KDM4C) histone demethylase, primary screen, biochemical, single concentration HTS. Lysine-specific demethylase 4C (Homo sapiens), Q9H3R0. AID 720574, 2013. hit rate 0.15% among 96,000. inhibition, % at 12.5 µM. GST-KDM4C 2-372, H3K9me3 peptide, LANCE TR-FRET;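 active = mean replicate inhibition above about 25%, with at least 55% of replicates also reaching it, limit read from the data, passing the limit was not always enough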
# Target sequence (Q9H3R0 2-372 limits assumed): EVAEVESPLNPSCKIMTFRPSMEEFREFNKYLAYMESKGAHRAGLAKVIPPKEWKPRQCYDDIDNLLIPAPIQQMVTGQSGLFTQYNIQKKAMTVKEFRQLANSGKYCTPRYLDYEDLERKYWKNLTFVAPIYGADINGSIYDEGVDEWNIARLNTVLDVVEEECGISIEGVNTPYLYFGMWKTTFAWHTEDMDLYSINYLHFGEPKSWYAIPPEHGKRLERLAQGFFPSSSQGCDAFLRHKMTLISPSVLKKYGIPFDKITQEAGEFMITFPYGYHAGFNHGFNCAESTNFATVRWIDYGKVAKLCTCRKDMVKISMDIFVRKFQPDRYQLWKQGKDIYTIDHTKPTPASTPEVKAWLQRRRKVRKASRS
#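 System: N-terminal GST-fused human GASC-1 (KDM4C) fragment, residues 2-372; amount: enzyme final amount 10 nM; incubation: reaction 30 min RT, detection step 1 h RT; medium: HEPES buffer, pH 7.5, plus ascorbate; technique: LANCE TR-FRET, Eu antibody, ULight-streptavidin, EDTA, ex 340 nm, em 618/671 nm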
# C diff growth – C. difficile growth inhibitors, primary screen, HTS; AID 1259249, 2017; growth activity, negative = inhibition, % at 16 µg/mL (by protocol); hit rate 0.25% among 86,000; Clostridium difficile clinical isolate growth, OD600, 24 h; stronger effect = lower value;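 active = mean growth activity at or below -80% and every replicate also at or below -80%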;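 also: 0% = DMSO wells and -100% = levofloxacin 16 µg/mL wells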
# Active calls of the source: *; . = no result given; & = joins results of further samples.
# Value order: Tcruzi prolif	Pf Dd2 inh	GASC1 inh	C diff growth
- C[C@@H]1CN([C@H](C)CO)S(=O)(=O)c2ccc(C#C[C@@H](C)O)cc2O[C@@H]1CN(C)C(=O)CN(C)C
  10.6	31.7	2.9	1.0
- C/C=C/c1ccc([C@H]2[C@@H](CNC(=O)C3CC3)N(C(=O)NCCC)[C@H]2CO)cc1
  96.8*	-10.7	-3.3	2.0
- COc1ccccc1-c1cccc(-c2nc(C(=O)NCc3ccncc3)cc3c2[C@H](CCO)N([S@@](=O)C(C)(C)C)C3)c1
  55.0	-73.6	3.3	.
- C[C@@H]1CN([C@@H](C)CO)C(=O)c2cccc(NC(=O)c3ccc(-c4nccs4)cc3)c2O[C@@H]1CN(C)CC1CC1
  -16.3	-21.2	0.5	3.7
- C[C@@H]1CN([C@H](C)CO)C(=O)c2cc(NS(=O)(=O)c3cn(C)cn3)ccc2O[C@@H](C)CCCCO[C@@H]1CN(C)Cc1ccc2c(c1)OCO2
  20.9	-7.3	-1.4	.
- COc1ccc(NC(=O)N(C)C[C@@H]2OCCCC[C@@H](C)Oc3ccc(NC(=O)Nc4ccc(C(F)(F)F)cc4)cc3C(=O)N([C@H](C)CO)C[C@@H]2C)cc1
  65.3	41.2	0.2	-0.1
- COc1cccc(S(=O)(=O)N2C[C@H](O)COC[C@@H]3O[C@@H](CC(=O)N4CCCCC4)CC[C@H]32)c1
  17.0	1.2	-0.1	-2.0
- Cc1ccc(S(=O)(=O)Nc2ccc3c(c2)CC(=O)N([C@H](C)CO)C[C@H](C)[C@@H](CN(C)Cc2ccc(C(=O)O)cc2)O3)cc1
  .	9.3	11.4	3.9
- C[C@H](CO)N1C[C@H](C)[C@@H](CN(C)S(=O)(=O)c2ccc(F)cc2)Oc2ncc(-c3ccncc3)cc2C1=O
  27.0	-67.9	7.3	-3.5
- C[C@@H]1CN([C@@H](C)CO)C(=O)c2cc(NC(=O)CCC(F)(F)F)ccc2O[C@@H]1CN(C)CC1CC1
  1.7	44.2	-0.3	-2.6
- CN(C)CC(=O)N1CC2(C1)[C@H](c1ccccc1)[C@H](CO)N2C(=O)C1CCCCC1
  .	-19.3	0.7	-6.3
- O=C(CC1CC1)N1CC(=O)N2[C@@H](CO)[C@H](c3ccc(-c4ccccc4)cc3)[C@@H]2C1
  .	-27.8	-0.6	-2.3
- CC(=O)N1[C@@H]2c3cccc(=O)n3C[C@@H]2[C@@H](CO)[C@@H]1C(=O)NCc1ccc(F)cc1
  21.7	4.1	-1.3	1.0
- Cc1noc(C)c1NC(=O)N(C)C[C@@H]1Oc2c(cccc2N(C)C)C(=O)N([C@H](C)CO)C[C@H]1C
  14.1	3.1	0.0	1.5
- COc1ccc(NC(=O)Nc2ccc3c(c2)CC(=O)N([C@@H](C)CO)C[C@@H](C)[C@H](CN(C)Cc2ccccc2)O3)cc1
  83.7	-69.6	1.7	-11.5

# The final 5 compounds of the section above are carried over, then new ones follow.
# Value order: Tcruzi prolif	Pf Dd2 inh	GASC1 inh	C diff growth
- CN(C)CC(=O)N1CC2(C1)[C@H](c1ccccc1)[C@H](CO)N2C(=O)C1CCCCC1
  .	-19.3	0.7	-6.3
- O=C(CC1CC1)N1CC(=O)N2[C@@H](CO)[C@H](c3ccc(-c4ccccc4)cc3)[C@@H]2C1
  .	-27.8	-0.6	-2.3
- CC(=O)N1[C@@H]2c3cccc(=O)n3C[C@@H]2[C@@H](CO)[C@@H]1C(=O)NCc1ccc(F)cc1
  21.7	4.1	-1.3	1.0
- Cc1noc(C)c1NC(=O)N(C)C[C@@H]1Oc2c(cccc2N(C)C)C(=O)N([C@H](C)CO)C[C@H]1C
  14.1	3.1	0.0	1.5
- COc1ccc(NC(=O)Nc2ccc3c(c2)CC(=O)N([C@@H](C)CO)C[C@@H](C)[C@H](CN(C)Cc2ccccc2)O3)cc1
  83.7	-69.6	1.7	-11.5
- Fc1ccc(CN2[C@@H]3CNC[C@H]2C3c2ccc(-c3ccccc3)cc2)cc1 (some centres not stated)
  .	26.5&-5.1	-0.8&0.0	13.1&49.2
- O=C(N[C@@H]1CC[C@H](CCNS(=O)(=O)c2ccc(Cl)cc2)O[C@@H]1CO)c1ccccn1
  62.3	9.2	-0.9	.
- C/C=C/c1cnc2c(c1)C(=O)N([C@@H](C)CO)C[C@H](C)[C@@H](CN(C)C(=O)Nc1ccccc1F)O2
  0.3	-12.1	1.5	0.5
- C[C@@H]1CN([C@H](C)CO)C(=O)c2cc(NS(C)(=O)=O)ccc2O[C@@H](C)CCCCO[C@H]1CN(C)Cc1ccc(C(=O)O)cc1
  77.3	-23.1	-0.7	0.1
- COc1ccc(S(=O)(=O)N(C)C[C@@H]2Oc3ccc(NS(=O)(=O)c4ccc(C)cc4)cc3CC(=O)N([C@@H](C)CO)C[C@H]2C)cc1
  -14.2	-74.8	8.3	5.7
- COC(=O)C[C@H]1C[C@@H]2c3cc(NC(=O)c4ccc5c(c4)OCO5)ccc3O[C@@H]2[C@@H](CO)O1
  64.6	-17.9	5.3	-4.7
- COCC(=O)N(C)C[C@H]1Oc2ncc(C#CCC3CCCC3)cc2C(=O)N([C@@H](C)CO)C[C@@H]1C
  28.8	-20.9	0.8	-14.1
- C[C@H](CO)N1C[C@H](C)[C@@H](CN(C)C(=O)Nc2ccc(F)cc2)Oc2ccc(NC(=O)Nc3cccc4ccccc34)cc2C1=O
  -5.9	4.0	0.6	-0.7
- COc1ccc(-c2ccc([C@H]3[C@H](CO)N4CCCCN(C(=O)c5ccc(F)cc5)C[C@@H]34)cc2)cc1
  85.5	-45.2	-0.4	7.4
- CC(=O)N(C)C[C@@H]1Oc2cc(C#CC3CCCCC3)ccc2S(=O)(=O)N([C@H](C)CO)C[C@@H]1C
  89.8	-48.3	-0.1	-7.0
- CC(C)NC(=O)N(C)C[C@@H]1Oc2cc(-c3ccncc3)ccc2S(=O)(=O)N([C@@H](C)CO)C[C@@H]1C
  102.7*	-6.7	-1.3	2.2
- C[C@@H]1CN([C@@H](C)CO)C(=O)c2cc(NC(=O)c3ccccc3)ccc2O[C@@H](C)CCCCO[C@@H]1CN(C)Cc1ccccc1
  89.6	-65.7	-0.9	1.3
- C[C@@H]1CN([C@@H](C)CO)C(=O)Cc2cc(NS(C)(=O)=O)ccc2O[C@H]1CN(C)S(=O)(=O)c1cn(C)cn1
  14.7	18.5	-0.7	-0.4
- COc1ccc(CN(C)C[C@H]2Oc3ccc(NC(=O)CCN4CCOCC4)cc3C(=O)N([C@@H](C)CO)C[C@H]2C)cc1
  10.5	-2.4	0.1	0.5
- CCCNC(=O)NC[C@H]1[C@@H](c2ccc(C3=CCCC3)cc2)[C@@H](CO)N1C(=O)CC
  7.3	11.0	0.2	0.8
- COc1ccc(NC(=O)N(C)C[C@H]2Oc3c(NC(=O)C4CCOCC4)cccc3C(=O)N([C@@H](C)CO)C[C@H]2C)cc1
  -2.5	-42.9	-0.3	8.6
- COc1ccc(S(=O)(=O)N(C)C[C@H]2Oc3cc(C#CC4CC4)ccc3S(=O)(=O)N([C@@H](C)CO)C[C@H]2C)cc1
  109.8*	-60.5	-0.8	1.4
- C[C@@H]1CN([C@@H](C)CO)C(=O)c2cc(NC(=O)CCC(F)(F)F)ccc2O[C@@H](C)CCCCO[C@H]1CN(C)S(=O)(=O)c1ccccc1
  28.4	-74.2	4.8	-1.4
- O=C(NCC1CC1)[C@@H]1[C@@H](CO)[C@@H]2Cn3c(ccc(-c4cccnc4)c3=O)[C@H]1N2Cc1nccs1
  -45.2	1.5	1.8	-0.9
- CN(C)C(=O)[C@@H]1[C@@H](CO)[C@@H]2Cn3c(ccc(-c4ccc(F)cc4)c3=O)[C@@H]2N1C(=O)c1ccccn1
  -42.0	-8.8	1.0	-2.5
- C[C@H]1CN([C@@H](C)CO)C(=O)Cc2cc(N(C)C)ccc2O[C@H]1CN(C)Cc1ccc(Cl)c(Cl)c1
  85.0	0.4	7.7	3.6
- CCCC(=O)Nc1ccc2c(c1)C(=O)N(C)C[C@H](OC)[C@H](C)CN(C(=O)CC)[C@H](C)CO2
  -24.0	.	0.6	.
- C[C@H](CO)N1C[C@H](C)[C@H](CN(C)Cc2ccc(C(F)(F)F)cc2)Oc2ccc(NS(C)(=O)=O)cc2C1=O
  57.1	-21.4	-0.2	5.5
- C[C@H]1CN([C@@H](C)CO)C(=O)Cc2cc(NS(=O)(=O)c3ccc(F)cc3)ccc2O[C@@H]1CN(C)CC1CC1
  .	-5.7	6.1	0.8
- C[C@@H]1CN([C@@H](C)CO)S(=O)(=O)c2ccc(C#CC(C)(C)O)cc2O[C@H]1CN(C)Cc1ccc(-c2ccccc2)cc1
  118.2*	-55.7	1.1	7.6
- CCC(=O)N(C)C[C@@H]1[C@@H](c2ccc(C3=CCCC3)cc2)[C@H](CO)N1C(=O)CC
  72.4	1.8	0.8	5.8
- C[C@@H]1CN([C@H](C)CO)C(=O)c2cccc(NS(=O)(=O)c3ccccc3)c2O[C@H]1CN(C)C(=O)Nc1ccc2c(c1)OCO2
  12.8	16.0	-0.1	-14.5
- COc1ccc2c3c([nH]c2c1)[C@@H](CO)N(C(=O)c1ccncc1)CC31CN(C)C1
  .	16.4	0.0	-5.8
- COc1ccccc1NC(=O)N(C)C[C@@H]1OCc2ccccc2-c2c(n(C)c3ccccc23)C(=O)N([C@@H](C)CO)C[C@@H]1C
  27.5	-53.9	-0.3	.
- Cc1ccc(-c2cnc3c(c2)C(=O)N([C@H](C)CO)C[C@H](C)[C@H](CN(C)C(=O)Cc2cccnc2)O3)cc1
  -170.0	17.5	0.9	-1.1
- COc1ccc(S(=O)(=O)Nc2ccc3c(c2)C(=O)N([C@H](C)CO)C[C@H](C)[C@@H](CN(C)C(=O)Nc2ccc4c(c2)OCO4)OCCCC[C@@H](C)O3)cc1
  -27.3	25.6	-0.8	-5.5
- C[C@H]1CCCCO[C@@H](CN(C)Cc2ccncc2)[C@@H](C)CN([C@@H](C)CO)C(=O)c2cc(NC(=O)c3ccncc3)ccc2O1
  89.1	-43.0	0.3	-0.7
- N#C[C@H]1[C@@H](c2ccc(C#CC3CC3)cc2)[C@@H](CO)N1C(=O)c1cccc(F)c1
  35.6	7.1	1.2	7.7
- C[C@H]1CN([C@@H](C)CO)S(=O)(=O)c2ccc(-c3cncnc3)cc2O[C@@H]1CN(C)C(=O)Cc1ccncc1
  16.3	-3.8	-0.6	-3.0
- CCCNC(=O)N1C[C@@H](O)COC[C@H]2O[C@H](CC(=O)N3CCOCC3)CC[C@@H]21
  -19.0	-1.6	-1.3	.
- Cn1cnc(CCNC(=O)C[C@@H]2CC[C@@H]3[C@H](COC[C@@H](O)CN3C(=O)Nc3ccccc3)O2)c1
  -0.5	17.3	-0.1	-0.6
- C[C@H]1CN([C@@H](C)CO)C(=O)Cc2cc(NC(=O)Cc3ccccc3)ccc2O[C@H]1CN(C)Cc1ccccc1
  49.2	-12.4	0.6	-11.6
- C[C@@H]1CN([C@@H](C)CO)C(=O)c2cccc(NC(=O)Nc3ccccc3)c2O[C@@H]1CN(C)Cc1ccccc1
  5.2	-26.2	-1.2	9.7
- N#C[C@H]1[C@H](c2ccc(C3=CCCCC3)cc2)[C@@H](CO)N1S(=O)(=O)c1ccccc1
  85.6	-17.8	-0.2	4.0
- CCNC(=O)C[C@H]1CC[C@H]2[C@H](COc3ccc(NC(=O)c4cccs4)cc3C(=O)N2C)O1
  -32.3	7.7	1.8	-3.2
- C[C@@H]1CN([C@H](C)CO)C(=O)CCCn2cc(nn2)CO[C@H]1CN(C)S(=O)(=O)c1cn(C)cn1
  17.0	8.0	.	.
- C[C@H]1CN([C@@H](C)CO)C(=O)CCCn2nncc2CO[C@@H]1CN(C)Cc1cccc(C(F)(F)F)c1
  19.0	0.4	1.2	8.4
- CO[C@@H]1CN(C)C(=O)c2cc(NS(C)(=O)=O)ccc2OC[C@H](C)N(C(=O)CC2CC2)C[C@H]1C
  24.7	10.7	0.0	-3.6
- C[C@H](O)C#Cc1cnc2c(c1)C(=O)N([C@H](C)CO)C[C@H](C)[C@@H](CN(C)C(=O)Nc1ccc(F)cc1)O2
  41.0	41.4	.	-0.5
- CCCC(=O)Nc1ccc2c(c1)C(=O)N(C)[C@H]1CC[C@H](CC(=O)NCC3CC3)O[C@@H]1CO2
  -17.8	-24.4	1.3	-2.6
- C[C@H]1CN([C@@H](C)CO)C(=O)Cc2cc(NC(=O)CCC(F)(F)F)ccc2O[C@H]1CN(C)Cc1ccc(Oc2ccccc2)cc1
  92.5	4.3	0.0	13.1
- C[C@H](CO)N1C[C@H](C)[C@@H](CN(C)C(=O)Nc2ccc(F)cc2)Oc2c(cccc2N(C)C)C1=O
  .	1.6	0.9	3.1
